T cell modulator = T cell immune modulation candidate; 330,000 tested, 0.068% active; 2C CD8+ T cell-vesicle binding, flow cytometry; hits give low values; AID 2052; calls only at 7 µM;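 active = response, share of CD8 T cells binding vesicles, and their 90th percentile fluorescence all below set limits, cut at about 80% in these data, passing the limit was not always enough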
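Test system: purified 2C TCR transgenic mouse naive CD8+ T cells. Probe or stimulus: QL9-peptide-loaded Drosophila micro-vesicles bearing Ld, ICAM-1 and B7-1. Incubation: binding step 1.5 h, 37 °C, antibody labelling 20 min, ice. Measured by: flow cytometry of vesicle-bound cells.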
SV40 large T antigen = TAg ATPase/helicase activity blockers – biochemical (AID 1903); SV40 large T antigen ATPase/helicase inhibition assay; higher % means a stronger effect; one-dose inhibition, % at 20 µM; IC50 in µM for titrated hits; 310,000 tested, 0.39% active; in the data active = a potency from the dose series; inconclusive = inhibition mostly from about 32% at the one dose, without a potency; inactive = the rest, 99 in 100 with inhibition below about 32%; note: strong numbers were not always called active
Hep lipid drop = hepatic lipid droplet formation modulation; 240,000 tested, 0.4% active; AML12 mouse hepatocytes, oleate lipid droplets, BODIPY imaging; inhibition, % at 6.5 µM; AID 1656;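 active = lipid droplet intensity inhibited by at least 50%, with more than 500 cells counted; inconclusive = wells with under 300 cells, treated as cytotoxic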
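Technique: fluorescence imaging, 20x objective, two fields per well / Assay system: AML12 hepatocytes (mouse) / Measure: % inhibition of lipid droplet signal / Doses: 6.5 µM single-point dosing / Incubation: overnight exposure / Reagent: 100 µM oleic acid challenge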
GPR55 beta-arrestin = selective activators of receptor GPR55 – imaging, U2OS cells, beta-arrestin-GFP redistribution, primary screen (AID 1961); U2OS GPR55 beta-arrestin-GFP redistribution imaging; higher % means a stronger effect; activation, % at 10 µM, or EC50 in µM where a hit was titrated; 290,000 tested, 0.048% active;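 active = activation above 40% with more than 50 cells counted in the well; inconclusive = wells holding fewer than 50 cells, flagged as toxic or sparse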;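 note: U2OS osteosarcoma cells stably expressing GPR55 and beta-arrestin-GFP; plate controls were DMSO negative control for no effect and LPI positive control for full effect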
NTR1 ag = agonists of NTR1, primary screen, imaging, U2OS cells, beta-arrestin-GFP, high content (AID 493036); P30989; NTR1-U2OS beta-arrestin-GFP spot imaging, agonist mode; activation, % at 20 µM; 330,000 tested, 0.17% active;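 active = activation at or above 40% of the spot to cytoplasm intensity ratio, with at least 20 cells analyzed; inconclusive = wells under 20 cells, flagged as cytotoxic or low count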;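 note: 0% = DMSO without peptide and 100% = 100 nM NTR1 peptide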
Target sequence (P30989 whole entry, looked up): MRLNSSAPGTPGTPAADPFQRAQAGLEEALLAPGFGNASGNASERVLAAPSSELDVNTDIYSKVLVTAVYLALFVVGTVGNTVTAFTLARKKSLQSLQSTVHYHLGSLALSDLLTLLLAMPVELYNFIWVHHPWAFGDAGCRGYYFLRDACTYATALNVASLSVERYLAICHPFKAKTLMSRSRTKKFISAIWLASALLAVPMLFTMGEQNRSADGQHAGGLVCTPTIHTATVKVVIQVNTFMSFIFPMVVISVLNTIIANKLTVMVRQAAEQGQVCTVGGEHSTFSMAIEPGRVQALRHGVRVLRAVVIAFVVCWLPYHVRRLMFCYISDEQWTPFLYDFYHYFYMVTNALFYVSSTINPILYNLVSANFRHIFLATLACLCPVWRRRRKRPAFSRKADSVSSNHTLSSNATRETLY
GPR55 LPI antagonism = inhibition of LPI-stimulated GPR55 beta-arrestin translocation – imaging, U2OS, beta-arrestin-GFP, LPI agonist, primary screen (AID 2013); 290,000 tested, 0.13% active; inhibition, % at 10 µM, or IC50 in µM where a hit was titrated; U2OS GPR55 beta-arrestin-GFP translocation imaging, LPI antagonism; higher % means a stronger effect;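 active = spots per cell inhibited over 60%, with over 100 cells counted and total cytoplasm intensity under 500,000; inconclusive = wells with under 100 cells, flagged as likely toxic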;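 note: U2OS cells stably carrying GPR55 and arrestin-GFP stimulated by 5 µM LPI near EC80; imaged beta-arrestin-GFP aggregate spots per cell after agonist stimulation; plate controls were LPI-stimulated DMSO wells for no effect and DMSO wells without LPI for full effect; some results filed as inactive read as strong as hits; confirmed hits need IC50 under 10 µM and bright autofluorescent wells are also inconclusive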
MgcRacGAP inhibition = MgcRacGAP GTPase-activating activity inhibitors, confirmation, biochemical, ADP Hunter fluorescence; AID 624330; 340,000 tested, 0.6% active; inhibition, % at 30 µM; hits with a dose series show IC50 in µM; MgcRacGAP-stimulated Rac1 GTP hydrolysis, ADP Hunter fluorescence; higher % means a stronger effect; GST-tagged Rac1 F28L mutant substrate;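 active = first-screen hits whose inhibition reached a set limit at any dose in the follow-up dose series; inconclusive = inhibition above the set first-screen limit but never retested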;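 note: fluorescence reports GDP produced by GAP-driven GTP hydrolysis; strong numbers were not always called active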
GPR35 antagonists = inhibition of zaprinast-stimulated GPR35 beta-arrestin translocation – imaging, U2OS, beta-arrestin-GFP, zaprinast agonist, primary screen (AID 2058) | one-dose inhibition, % at 10 µM; IC50 in µM for titrated hits | U2OS GPR35 beta-arrestin-GFP translocation imaging, zaprinast antagonism; higher % means a stronger effect | 290,000 tested, 0.052% active;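 active = inhibition of at least 50% with at least 30 cells and total cytoplasm GFP at most 10,000,000; inconclusive = under 30 cells or total GFP of 10,000,000 plus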
LYP phosphatase = PTPN22 lymphoid phosphatase activity blockers – biochemical, fluorescence intensity, uHTS (AID 1779) | 290,000 tested, 0.054% active | inhibition, % at 11.5 µM; hits with a dose series show IC50 in µM | recombinant LYP phosphatase, fluorescence intensity; higher % means a stronger effect; in the data active = inhibition above about 50%;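 note: plate controls were vehicle with enzyme for no effect and no enzyme for full effect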
Hep lipid drop cells 6.5 µM = second read-out of Hep lipid drop, no call of its own (marks repeat the call); cell count; measured here: cell count, cytotoxicity flag;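 cells counted across two imaged fields per well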
T cell modulator vesicle-bound % = recorded beside T cell modulator, whose call it bears; double positive events, %; measured here: CD8+ vesicle-bound cell fraction;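 binding gate set so that unloaded-vesicle control wells show 10% double positive cells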
NTR1 ag cell count 20 µM = recorded beside NTR1 ag, whose call it bears; cell count; measured here: cell count, cytotoxicity flag
An asterisk follows results filed as active; i = inactive; ? = inconclusive; / = no result given; & = joins results of further samples.

1) O=C1c2cccc3cc(Br)cc(c23)C(=O)N1Nc1ccc(Br)cc1
2) CCn1c(SCC(=O)Nc2cc(C)on2)nnc1-c1ccco1
3) CCN(c1ccccc1)S(=O)(=O)c1cccc(C(=O)NCc2cccnc2)c1
4) Cc1ccc(S(=O)(=O)n2nccc2-c2c(-c3ccccc3)noc2C)cc1
5) CC(C)c1ccc(N2C(=O)CSC23C(=O)N2CCCc4cccc3c42)cc1 (centres undefined)
6) Cc1ccc(S(=O)(=O)Oc2ccccc2N2C(=O)C3CC=CCC3C2=O)cc1 (centres undefined)
7) CCCCCCC1CC(/C(C)=N\NC(N)=O)OC1=O (centres undefined)
8) Cc1cc(NC(=O)CN2CC3CC(C2)c2cccc(=O)n2C3)nc2c1c(=O)oc1ccccc12 (centres undefined)
assay / compound	1	2	3	4	5	6	7	8
T cell modulator	i	i	i	i	i	i	i	/
T cell modulator vesicle-bound %	8	25	42	27	41	14	2	/
SV40 large T antigen	-1%	8%	5%	6%	-1%	4%	7%	/
Hep lipid drop	11	3	/	0	1	/	-3	-16
Hep lipid drop cells 6.5 µM	618	736	/	755	752	/	767	603
GPR55 beta-arrestin	-0.3%	0.2%	/	-0.2%	-0.1%	-0.1%	-0.1%	-0.1%
NTR1 ag	4.9	-1.0	0.4	2.7	0.2	-2.3	0.6	/
NTR1 ag cell count 20 µM	42	42	58	37	96	56	50	/
GPR55 LPI antagonism	-3%	8%	/	5%	4%	7%	0%	-4%
MgcRacGAP inhibition	1%	-8%	-3%	/	2%	1%	3%	/
GPR35 antagonists	-18%	-3%	/	19%	6%	-5%	5%	1%
LYP phosphatase	-3%	-6%	/	2%	6%	-2%	-4%	-4%

9) CC(C)(C)C(=O)Nc1nnc(-c2ccncc2)o1
10) COC(=O)c1sc2nc(C)c([N+](=O)[O-])c(C)c2c1N
11) COc1cc(CCC(=O)Nc2cnc3ccccc3c2)cc(OC)c1OC
12) CC1CCCCN1C(=O)CSc1nnc(Cc2ccccc2)n1C (centres undefined)
13) COc1ccc(S(=O)(=O)N2CCN(C(=O)c3c(C)nn(-c4ccccc4)c3Cl)CC2)cc1
14) CCOc1ccc(OCCC(=O)N2CCN(S(=O)(=O)c3ccc(F)cc3)CC2)cc1
15) CCn1cc(C(=O)OCC(=O)Nc2cccc(Cl)c2Cl)c(=O)c2ccc(C)nc21
16) Cc1cc(N2CCC(C)CC2)nc2ccc(N3C(=O)CCC3=O)cc12
assay / compound	9	10	11	12	13	14	15	16
T cell modulator	i	i	i	i	i	i	i	i
T cell modulator vesicle-bound %	42	48	28	32	3	13	30	40
SV40 large T antigen	2%	3%	3%	10%	3%	23%	14%	11%
Hep lipid drop	1	3	-1	-13	-5	/	12	6
Hep lipid drop cells 6.5 µM	508	662	719	736	755	/	665	740
GPR55 beta-arrestin	0.9%	0.1%	0.0%	0.2%	-0.2%	/	-0.2%	-0.1%
NTR1 ag	0.6	-0.3	-2.5	-1.0	2.0	0.8	2.7	-0.6
NTR1 ag cell count 20 µM	41	82	80	91	42	50	42	62
GPR55 LPI antagonism	-1%	14%	-12%	-2%	-3%	/	-3%	13%
MgcRacGAP inhibition	0%	2%	7%	6%	10%	1%	/	10%
GPR35 antagonists	15%	2%	-12%	-3%	3%	/	0%	6%
LYP phosphatase	-1%	-1%	-10%	-5%	-9%	/	0%	-4%

17) COc1ccc(N2CCN(C(=O)CS(=O)Cc3nc(-c4ccc(OC)c(OC)c4)oc3C)CC2)cc1 (centres undefined)
18) CCOc1ccc(NC(=O)c2ccc(NC(=S)NC3CCCCC3)cc2)cc1
19) CCNC(=S)N/N=C/c1ccccc1[N+](=O)[O-]
20) O=C(CN1CCOCC1)N/N=C/c1ccc(C(=O)O)cc1
21) COc1cccc(N2CCN(C(=O)c3oc4ccccc4c3NC(=O)Cc3ccc(OC)c(OC)c3)CC2)c1
22) Cc1ccc(N(C)S(=O)(=O)c2cccc(C(=O)Nc3nnc(C4CC4)s3)c2)cc1
23) C[C@@H]1C(=O)OC[C@H]1NC(=O)OCc1ccccc1
24) O=C(O)/C=C/C(=O)Nc1ccc(Oc2ccc(NC(=O)/C=C/C(=O)O)cc2)cc1
assay / compound	17	18	19	20	21	22	23	24
T cell modulator	i	i	i	i	i	i	i	i
T cell modulator vesicle-bound %	20	10	31	55	22	32	23	11
SV40 large T antigen	26%	14%	7%	12%	10%	0%	13%	>100µM*
Hep lipid drop	-9	-7	18	-12	-4	-2	/	-3
Hep lipid drop cells 6.5 µM	673	585	698	691	669	583	/	648
GPR55 beta-arrestin	0.2%	0.2%	-0.1%	0.2%	0.3%	-0.5%	/	1.0%
NTR1 ag	1.3	1.1	1.7	2.0	0.4	1.9	-1.7	1.5
NTR1 ag cell count 20 µM	65	59	48	83	40	55	87	39
GPR55 LPI antagonism	19%	11%	2%	13%	1%	-17%	/	6%
MgcRacGAP inhibition	14%	-3%	2%	3%	9%	4%	5%	/
GPR35 antagonists	1%	-12%	-4%	-14%	-13%	-2%	/	8%
LYP phosphatase	-4%	0%	-3%	1%	-3%	3%	/	-3%

25) CCOCCCN(Cc1cc2cc(C)cc(C)c2[nH]c1=O)C(=O)N(CC)CC
26) CCn1c(O)c(/C=C2\C=NN=C2c2ccccc2)sc1=S
27) COc1ccccc1N(CC(N)=O)S(=O)(=O)c1ccc(C)cc1
28) COc1cccc(C(=O)N2CCN(C3CCC(c4ccccc4)CC3)CC2)c1OC (centres undefined)
29) O=C(OCCN1CCCCC1)c1cc2ccccc2o1
30) Cc1ccc2c(c1)c1c3n2CCNC3CCC1 (centres undefined)
31) CCn1c2ccccc2c2n[nH]c(=S)nc21
32) O=C(c1ccccc1Cl)N1CCN(Cc2ccc3c(c2)OCO3)CC1
assay / compound	25	26	27	28	29	30	31	32
T cell modulator	i	i	i	i	i	i	i	i
T cell modulator vesicle-bound %	20	33	20	35	16	8&46	21	59
SV40 large T antigen	4%	12%	3%	5%	1%	9%	9%	0%
Hep lipid drop	2	-1	/	/	-14	/	-1	22
Hep lipid drop cells 6.5 µM	661	677	/	/	765	/	413	826
GPR55 beta-arrestin	-0.2%	-0.1%	-0.1%	-0.1%	0.2%	-0.1%	-0.1%	-0.2%
NTR1 ag	5.9	9.7	2.2	0.5	-2.0	-0.9&0.2	0.7	1.4
NTR1 ag cell count 20 µM	77	43	53	57	79	50&57	101	70
GPR55 LPI antagonism	21%	15%	25%	19%	4%	7%	5%	5%
MgcRacGAP inhibition	10%	11%	12%	?	2%	8%&7%	5%	1%
GPR35 antagonists	6%	-8%	0%	-9%	13%	10%	-10%	20%
LYP phosphatase	-2%	-5%	-8%	-7%	-5%	0%	-4%	-7%

33) Cc1cccc(-n2ccnc2CN2CCC(CO)(Cc3ccccc3)CC2)c1
34) Cc1noc(C)c1C(=O)NCc1ccccc1
35) Cn1c(SCC(=O)N/N=C/c2ccc([N+](=O)[O-])s2)nnc1-c1ccccc1
36) CC(=O)Nc1cccc(/C(C)=N/NC(=O)c2ccccc2Cl)c1
37) O=C(NNC(=O)c1ccccc1F)c1ccco1
38) CCn1c(O)c(N=NC2=NC(=O)CS2)c2cc(C)ccc21
39) Cn1c(=O)c2c(nc(CN3CCN(c4ccccc4)CC3)n2Cc2c(F)cccc2Cl)n(C)c1=O
40) COc1ccccc1OCC(=O)Nc1ccccc1C(=O)NC1CC1
assay / compound	33	34	35	36	37	38	39	40
T cell modulator	i	i	i	i	i	i	i	i
T cell modulator vesicle-bound %	16	51	40	52	20	5	22	22
SV40 large T antigen	5%	0%	18%	6%	4%	1%	1%	18%
Hep lipid drop	-4	10	-5	/	10	/	/	/
Hep lipid drop cells 6.5 µM	679	797	640	/	849	/	/	/
GPR55 beta-arrestin	-0.3%	-0.1%	-0.4%	0.0%	1.0%	-0.1%	-1.0%	/
NTR1 ag	0.0	-1.1	5.7	1.9	-0.8	2.3	4.8	-0.8
NTR1 ag cell count 20 µM	50	73	53	68	48	43	66	51
GPR55 LPI antagonism	3%	3%	3%	1%	8%	-26%	-4%	/
MgcRacGAP inhibition	6%	9%	8%	13%	3%	9%	-3%	-4%
GPR35 antagonists	-3%	13%	-10%	-4%	-4%	5%	21%	/
LYP phosphatase	-7%	-5%	-3%	0%	-5%	-9%	-3%	/

41) O=C(NCCc1ccccn1)C(F)(F)C(F)(F)C(F)(F)C(F)(F)C(F)(F)C(F)(F)C(F)(F)C(F)F
42) Cc1cnc(C)c(N2CCN(Cc3nc(-c4ccccc4)no3)CC2)n1
43) CCOc1ccc(C2NCCc3cc(OC)c(OC)cc32)cc1OC (centres undefined)
44) O=C(NCCCc1ccccc1)N1CCOCC1
assay / compound	41	42	43	44
T cell modulator	i	i	i	i
T cell modulator vesicle-bound %	5	38	19	36
SV40 large T antigen	-2%	10%	4%	4%
Hep lipid drop	-38	9	-1	2
Hep lipid drop cells 6.5 µM	642	737	822	656
GPR55 beta-arrestin	0.1%	-0.1%	-0.1%	0.0%
NTR1 ag	0.3	2.1	0.1	-0.3
NTR1 ag cell count 20 µM	58	56	51	52
GPR55 LPI antagonism	-3%	2%	11%	18%
MgcRacGAP inhibition	6%	6%	-5%	-4%
GPR35 antagonists	-24%	13%	-2%	6%
LYP phosphatase	4%	-11%	-7%	-6%

Bioassay records deposited in PubChem by several laboratories.
